# TNAP activators: human TNAP enzyme activators, primary screen, biochemical, luminescent, no phosphate acceptor, uHTS (AID 1001); Alkaline phosphatase, tissue-nonspecific isozyme (Homo sapiens); purified TNAP, luminescent activation assay, no phosphate acceptor; higher activation fold means a stronger effect; one-dose activation fold at 20 µM; EC50 in µM for titrated hits; 200,000 tested, 0.03% active; in the data active means activation fold from about 3, or a potency from the dose series; inactive means the rest, 99 in 100 with activation fold below about 1.6; further: many of its hits are not listed in these tables
# KOR beta-arrestin-1: KOR antagonists, beta-arrestin recruitment, cell-based, luminescence, uHTS (AID 1778). 290,000 tested, 0.091% active. Kappa-type opioid receptor (Homo sapiens). inhibition, % at 10 µM, or IC50 in µM where a hit was titrated. KOR beta-arrestin recruitment, luminescence, antagonist mode; higher % means a stronger effect; further: strong numbers were not always called active
# GPR55 activation: GPR55 agonists via beta-arrestin recruitment, primary screen, imaging, U2OS cells, beta-arrestin-GFP redistribution (AID 1961). G-protein coupled receptor 55 (Homo sapiens). U2OS GPR55 beta-arrestin-GFP redistribution imaging; higher % means a stronger effect. activation, % at 10 µM; hits with a dose series show EC50 in µM. 290,000 tested, 0.048% active;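 active means activation above 40% with more than 50 cells counted in the well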;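 further: U2OS osteosarcoma cells stably expressing GPR55 and beta-arrestin-GFP; plate controls were DMSO negative control for no effect and LPI positive control for full effect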
# HEK293 NOD2/NF-kB: NOD2 signaling inhibitors, cell-based, luminescence, uHTS, HEK293 (AID 1566) | HEK293 NOD2/NF-kB luciferase reporter, luminescence; higher % means a stronger effect | one-dose inhibition, % at 4 µM; EC50 in µM for titrated hits | 290,000 tested, 0.63% active; further: many of its hits are not listed in these tables
# CSM14.1 death rescue: rescue of cells from ER stress-induced death, primary screen, 384-well, CSM14.1, thapsigargin, ATP luminescence (AID 1222) | CSM14.1 thapsigargin-induced death rescue, ATP luminescence; higher % means a stronger effect | one-dose cellular ATP content (survival), % at 20 µM; EC50 in µM for titrated hits | 190,000 tested, under 10 active;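 active means EC50 below 50 µM in the dose-response confirmation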;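 further: death triggered by thapsigargin at about 15 µM added after 2 h compound pretreatment; cell ATP read after overnight thapsigargin exposure of roughly 18 to 22 hours; normalized against plate controls of thapsigargin alone and 5% DMSO vehicle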
# KOR beta-arrestin-2: KOR agonists, beta-arrestin recruitment, primary screen, cell-based, luminescence, uHTS (AID 1777); KOR beta-arrestin recruitment, luminescence; higher % means a stronger effect; one-dose activation, % at 10 µM; EC50 in µM for titrated hits; 280,000 tested, 0.02% active; in the data active means activation above about 50%, passing the limit was not always enough; further: a part of the inactive calls stands beside numbers as strong as those of hits
# Yfh1-off respiration: enhancers of respiration in Yfh1-depleted yeast, dose response, Friedreich's ataxia, plus single-dose screen (AID 1465) | 220,000 tested, 0.074% active | S. cerevisiae Yfh1-off respiration, WST-1 reduction, 72 h; higher fold induction means a stronger effect | fold induction at 50 µM, or EC50 in µM where a hit was titrated;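 active means fold induction of absorbance versus untreated yeast above a set limit, then at least 30% activation at any dose in follow-up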;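 further: activators that raise dye reduction in frataxin-depleted yeast; strong numbers were not always called active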
# NTR1 ag: agonists of NTR1, primary screen, imaging, U2OS cells, beta-arrestin-GFP, high content (AID 493036). Neurotensin receptor type 1 (Homo sapiens), P30989. NTR1-U2OS beta-arrestin-GFP spot imaging, agonist mode. activation, % at 20 µM. 330,000 tested, 0.17% active;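 active means activation at or above 40% of the spot to cytoplasm intensity ratio, with at least 20 cells analyzed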;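 further: 0% = DMSO without peptide and 100% = 100 nM NTR1 peptide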
# Target sequence (P30989 whole entry, looked up): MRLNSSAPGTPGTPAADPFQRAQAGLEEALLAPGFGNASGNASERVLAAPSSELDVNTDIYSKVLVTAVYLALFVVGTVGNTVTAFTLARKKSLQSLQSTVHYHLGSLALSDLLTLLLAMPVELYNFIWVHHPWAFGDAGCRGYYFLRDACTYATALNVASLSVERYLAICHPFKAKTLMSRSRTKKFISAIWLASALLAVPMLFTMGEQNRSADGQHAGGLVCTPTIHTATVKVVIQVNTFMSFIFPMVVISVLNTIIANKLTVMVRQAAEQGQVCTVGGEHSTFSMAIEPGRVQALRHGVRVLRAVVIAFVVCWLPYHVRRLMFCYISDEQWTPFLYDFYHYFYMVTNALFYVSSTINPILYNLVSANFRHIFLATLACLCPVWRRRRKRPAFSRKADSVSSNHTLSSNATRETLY
# NOD1 inhibition: NOD1 signaling inhibitors, primary screen, cell-based, luminescence, uHTS (AID 1578); 290,000 tested, 1% active; NOD1-driven NF-kB luciferase reporter cells, luminescence; higher % means a stronger effect; inhibition, % at 4 µM; hits with a dose series show EC50 in µM; in the data active means inhibition mostly above about 36%, no sharp cut-off; inactive means mostly below about 34%;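 further: HEK-293T reporter cells stimulated with the NOD1 agonist gamma-tri-DAP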
# NTR1 ag cell count 20 µM: further read-out of NTR1 ag, marked with its call; cell count; measured here: cell count, cytotoxicity flag
# * hit, by the source's call; i = inactive; x = not tested or not shown; [ ] = dose if it differs, or a comment. Unless noted, no stated cut-off is given here; in the data, active means inhibition above about 50%; inactive means the rest. An excerpt (hit frequency here may not be typical).
SMILES,TNAP activators,KOR beta-arrestin-1,GPR55 activation,HEK293 NOD2/NF-kB,CSM14.1 death rescue,KOR beta-arrestin-2,Yfh1-off respiration,NTR1 ag,NTR1 ag cell count 20 µM,NOD1 inhibition
CCSc1ncc(C#N)c(N)n1,1.1,6%,-0.2%,11%,-2.2%,-1.3%,i,-2.2,54,-8%
COc1ccc(C(CNc2ccc(S(=O)(=O)N3CCCC3)cc2[N+](=O)[O-])N2CCCC2)cc1 (configuration not stated),1,-6%,0.7%,4%,-0.8%,7.4%,i,2.6,54,-5%
CCS(=O)(=O)N1CCN(S(=O)(=O)c2ccc3c(c2)OCCO3)CC1,x,-40%,-0.1%,-56%,x,-4.6%,x,-1.3,54,24%
CCN1CNC(=S)N(c2ccccc2C)C1,x,24%,0.1%,2%,x,4.7%,i,1.5,42,-15%
CCCCCNCC(=O)Nc1cc(C(F)(F)F)ccc1OCCOC,1,8%,-0.2%,16%,-0.3%,-1.8%,i,-0.2,52,-29%
C=C1CCC[C@]2(C)C[C@H]3OC(=O)C(CNC(C)(CO)CO)[C@H]3CC12 (some centres not stated),x,2%,-0.1%,3%,x,-23%,x,4.9,82,2%
COc1ccccc1NC(=O)c1cnc(Nc2ccccc2OC)c2ccccc12,1,-11%,0.2%,-8%,2.0%,9.9%,i,0.9,51,-30%
COc1ccc(OC)c(NC(=O)C2CCCC2)c1,1.1,7%,-0.1%,6%,-3.2%,1.1%,i,2.8,94,1%
CC1Cc2ccccc2N1C(=O)CO/N=C/c1ccccc1OC(F)F (configuration not stated),1.1,31%,-0.1%,6%,-1.4%,2.5%,i,1.8,91,-18%
COc1cc(/C=C/C(=O)NC(=O)c2ccccc2O)ccc1OC(C)=O,x,-31%[20 µM],-0.1%,-43%,x,-1.6%,x,3.7,102,-28%
CC(C)NS(=O)(=O)c1ccc(OCC(=O)Nc2ccc(F)cc2)cc1,1.2,23%,0.4%,-2%,-4.9%,8.0%,i,-0.4,50,-19%
Cc1nc2ccc(N=NN(C)C)cc2[nH]1,x,0%,-0.1%,2%,x,3.4%,i,0.6,50,-8%
CCc1cc(=O)oc2c(CNCc3c(F)cccc3Cl)c(O)ccc12,x,-3%,0.0%,-10%,x,-1.8%,x,-0.2,109,-12%
COc1ccc(NC(=O)CC2C(=O)N(C)C(=S)N2CCc2ccccc2)cc1 (configuration not stated),1.1,x,-0.2%,0%,-5.7%,-1.2%,i,2.5,59,-37%
CCc1ccc(OC(=O)Nc2ccccc2)cc1,x,-13%[20 µM],0.1%,-29%,x,-6.5%,x,1.2,54,-35%
NS(=O)(=O)c1ccc(NC(=O)CN2C(=O)c3ccccc3C2=O)cc1,x,12%,-0.1%,5%,x,-3.1%,i,0.5,78,13%
CCN1CCN(c2nc(S(=O)(=O)c3ccc(C)cc3)c(Cl)s2)CC1,1,-22%,-0.2%,8%,1.4%,-6.2%,i,1.3,47,-19%
CN(C)S(=O)(=O)c1cccc(NC(=S)N2CCCCC2CO)c1 (configuration not stated),1,-23%,0.6%,-6%,-1.8%,-0.6%,i,0.6,46,-28%
Cc1ccccc1NC(=O)c1c(C)nc(SCC(=O)OCc2ccccc2)c(C#N)c1-c1ccc(F)cc1,1.1,0%,-0.1%,-1%,-0.8%,-1.8%,i,0.5,52,-11%
CCOC(=O)C1CCN(C2=NC(=O)/C(=C/c3ccc(O)cc3)S2)CC1,x,-24%,0.2%,2%,x,-2.8%,x,-1.6,96,-9%
CCOC(=O)/C(=C/c1ccc(OC(=O)c2ccccc2)cc1)C(C)=O,1,9%,2.4%,9%,-0.2%,-0.5%,i,0.2,72,-14%
C#CCOCCOCCOCCNc1nc(N2CCN(C(=O)[C@H]([C@@H](C)CC)n3cc([C@@H](N)CO)nn3)CC2)nc(N2CCN(C(=O)[C@H](Cc3cc4ccccc4[nH]3)n3cc([C@@H](N)Cc4ccc(O)cc4)nn3)CC2)n1,x,34%,-0.1%,15%,x,-2.1%,i,1.4,78,0%
O=C(CNCCCO)Nc1cc(C(F)(F)F)cc(NC(=O)CNCCCO)c1Cl,1,-11%,0.5%,10%,1.4%,-0.7%,i,0.7,42,-8%
COc1ccnc(Oc2ccc(F)cc2)c1C(=O)N/C=N/OCc1ccccc1,1.1,-1%,-0.3%,14%,1.1%,-2.7%,i,1.0,46,-4%
C=CCN1C(=S)CC(c2ccccc2)=Nc2ccccc21,x,-21%[20 µM],-0.1%,10%,x,2.3%,x,3.0,75,-22%
SMILES,TNAP activators,KOR beta-arrestin-1,GPR55 activation,HEK293 NOD2/NF-kB,CSM14.1 death rescue,KOR beta-arrestin-2,Yfh1-off respiration,NTR1 ag,NTR1 ag cell count 20 µM,NOD1 inhibition
Cc1onc(-c2ccccc2)c1-c1csc(COc2ccccc2)n1,x,28%,0.5%,26%,x,1.8%,i,5.6,51,2%
COc1ccc(S(=O)(=O)N2CCC(C(=O)NCc3ccccn3)CC2)cc1C,1.1,17%,0.2%,-5%,-2.8%,2.0%,i,0.7,29,x
CC(C)(C)OC(=O)N/N=C\c1cccnc1,1.1,15%,-1.0%,-14%,-2.7%,-2.6%,i,-1.3,78,-19%
CCOc1ccccc1NC(=O)CCCCCN1C(=O)[C@@H]2Cc3ccccc3CN2C1=O,x,-7%,0.4%,-3%,x,1.5%,x,-0.5,54,-22%
O=C(Nc1ccc(Cl)cc1)C1CCCN(S(=O)(=O)c2cnc[nH]2)C1 (configuration not stated),1.1,-18%,-0.1%,0%,1.1%,1.5%,i,2.2,54,-16%
CCCCN1C(=O)/C(=C2/Sc3ccc(OC)cc3N2CC)SC1=S,x,-22%[20 µM],-0.2%,10%,x,-0.9%,x,6.1,56,14%
COc1ccc(N2CCN(C(=O)C3CCN(S(=O)(=O)c4ccccc4)CC3)CC2)cc1,1,-8%[20 µM],-0.1%,-6%,3.0%,x,i,3.1,23,-23%
N#C/C(=C\c1cccnc1)c1nc2c(s1)CCCC2,1,-21%,-0.3%,-61%,1.8%,1.5%,i,-0.5,91,-57%
CCCn1c(NCc2ccccn2)nc2ccccc21,1,2%,0.5%,-11%,-1.4%,0.7%,i,-2.0,95,-60%
COc1c(F)c(F)c(C(=O)Nc2cccc(Cl)c2N2CCOCC2)c(F)c1F,0.9,-109%,0.5%,x,-0.5%,8.3%,i,2.4,43,x
CN1CCN(CC(O)COc2ccccc2)CC1 (configuration not stated),x,-45%[20 µM],-0.1%,-7%,x,-0.6%,x,-0.8,67,44%
COCCNC(=O)c1onc(CCl)c1C(=O)OC,1.1,-36%,-0.3%,-3%,-2.4%,3.9%,i,-1.3,91,19%
CC(=O)c1cnc(Nc2cccc(C)c2)s1,1,-2%,-0.4%,-59%,-0.1%,-3.2%,i,1.5,45,-28%
CN1C(=O)c2ccc(N3CCCC3)cc2C1=O,1.1,2%,0.3%,-2%,-0.2%,-3.0%,i,2.0,48,-22%
C=CCN1C(=O)C2C(C(=O)NC)C3C=CC2(O3)C1C(=O)NCc1ccc(OC)cc1 (configuration not stated),1.1,-2%,0.7%,8%,2.7%,-2.1%,x,0.5,47,-6%
CC(C)n1cc(CN2CCCC(CNS(=O)(=O)c3cccc4cccnc34)C2)cn1 (configuration not stated),x,-11%,-0.1%,-5%,x,-1.2%,x,0.8,37,-5%
CC(C)c1ccc(S(=O)(=O)N2CCN(C(=O)c3cccc(F)c3)CC2)cc1,1.1,36%,-0.3%,-6%,-3.0%,-2.9%,i,0.7,68,x
CCOc1cc(/C=C(\CC(=O)O)c2nc3ccccc3s2)ccc1OC,1.1,-20%,0.6%,12%,0.9%,0.5%,i,0.2,54,-47%
COCCN(C(=O)CCc1nnc(CCc2c[nH]c3ccccc23)o1)C(C)C,1.1,-19%,-0.3%,-2%,-0.9%,-2.4%,i,0.4,90,-31%
CC(=O)N1CC2(C)CN(C(C)=O)CC(C)(C1)C2O (configuration not stated),1.2,-17%,-0.2%,2%,-1.5%,0.4%,i,-1.1,86,2%
CCN(CC)c1c(-c2ccccc2)c2cc(C)ccc2[nH]c1=O,1,19%,-0.1%,6%,0.6%,10%,i,-1.7,63,-38%
Oc1ccc(C2=CSC3=NCCN23)cc1O,x,12%,-0.1%,-4%,x,0.3%,x,1.0,82,-20%
C=CCNC(=O)/C=C/c1ccc(C(C)C)cc1,1.1,x,-0.2%,-45%,-4.2%,1.2%,i,2.2,60,-74%
CC(Sc1nnc2ccccn12)C(=O)Nc1ncc(Cl)cc1Cl (configuration not stated),1,-6%,-0.2%,0%,-2.4%,3.5%,x,0.2,101,-44%

# A draw from above in order of heavy-atom count, descending:
SMILES,TNAP activators,KOR beta-arrestin-1,GPR55 activation,HEK293 NOD2/NF-kB,CSM14.1 death rescue,KOR beta-arrestin-2,Yfh1-off respiration,NTR1 ag,NTR1 ag cell count 20 µM,NOD1 inhibition
COc1ccc(N2CCN(C(=O)C3CCN(S(=O)(=O)c4ccccc4)CC3)CC2)cc1,1,-8%[20 µM],-0.1%,-6%,3.0%,x,i,3.1,23,-23%
CC(C)n1cc(CN2CCCC(CNS(=O)(=O)c3cccc4cccnc34)C2)cn1 (configuration not stated),x,-11%,-0.1%,-5%,x,-1.2%,x,0.8,37,-5%
COCCN(C(=O)CCc1nnc(CCc2c[nH]c3ccccc23)o1)C(C)C,1.1,-19%,-0.3%,-2%,-0.9%,-2.4%,i,0.4,90,-31%
CC(C)c1ccc(S(=O)(=O)N2CCN(C(=O)c3cccc(F)c3)CC2)cc1,1.1,36%,-0.3%,-6%,-3.0%,-2.9%,i,0.7,68,x
Cc1onc(-c2ccccc2)c1-c1csc(COc2ccccc2)n1,x,28%,0.5%,26%,x,1.8%,i,5.6,51,2%
O=C(Nc1ccc(Cl)cc1)C1CCCN(S(=O)(=O)c2cnc[nH]2)C1 (configuration not stated),1.1,-18%,-0.1%,0%,1.1%,1.5%,i,2.2,54,-16%
CCN(CC)c1c(-c2ccccc2)c2cc(C)ccc2[nH]c1=O,1,19%,-0.1%,6%,0.6%,10%,i,-1.7,63,-38%
N#C/C(=C\c1cccnc1)c1nc2c(s1)CCCC2,1,-21%,-0.3%,-61%,1.8%,1.5%,i,-0.5,91,-57%
COCCNC(=O)c1onc(CCl)c1C(=O)OC,1.1,-36%,-0.3%,-3%,-2.4%,3.9%,i,-1.3,91,19%
C=CCNC(=O)/C=C/c1ccc(C(C)C)cc1,1.1,x,-0.2%,-45%,-4.2%,1.2%,i,2.2,60,-74%
CC(=O)c1cnc(Nc2cccc(C)c2)s1,1,-2%,-0.4%,-59%,-0.1%,-3.2%,i,1.5,45,-28%

# Quoted from the listing.
# Under KOR beta-arrestin-2, `CN1C(=O)c2ccc(N3CCCC3)cc2C1=O` shows -3.0%
# Under NTR1 ag, `CCCn1c(NCc2ccccn2)nc2ccccc21` shows -2.0
